# mcGAS lum – cyclic GMP-AMP synthase inhibitors, mouse, primary biochemical chemiluminescence. inhibition, % at 12.5 µM. recombinant cGAS, Kinase-Glo ATP depletion luminescence. 160,000 compounds, 0.15% hits. Q8C6L5;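 further: 0% = negative control wells and 100% = reference inhibitor with no enzyme activity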
# NPYLR7 ag – agonists of mosquito NPYLR7 receptor, primary screen, cell-based, Aedes aegypti, calcium fluorescence, mosquito biting behavior; activation, % at 10 µM; AID 1259423, 2018; Aedes aegypti neuropeptide Y-like receptor 7 (NPYLR7); 270,000 compounds, 0.15% hits; HEK293T NPYLR7/Galpha15, GCaMP6s calcium fluorescence; in the data active means activation above about 40%;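 further: 0% = vehicle and 100% = reference agonist at the receptor; some compounds past the cut are filed as inactive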
# hcGAS lum – Primary biochemical luminescence assay for human cyclic GMP-AMP synthase inhibitors | recombinant h-cGAS, ATP depletion, Kinase-Glo luminescence | 290,000 compounds, 0.081% hits | Q8N884 | inhibition, % at 12.5 µM;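 further: 0% = vehicle reaction and 100% = reaction without DNA for no activity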
# Target sequence (Q8N884 whole entry, looked up): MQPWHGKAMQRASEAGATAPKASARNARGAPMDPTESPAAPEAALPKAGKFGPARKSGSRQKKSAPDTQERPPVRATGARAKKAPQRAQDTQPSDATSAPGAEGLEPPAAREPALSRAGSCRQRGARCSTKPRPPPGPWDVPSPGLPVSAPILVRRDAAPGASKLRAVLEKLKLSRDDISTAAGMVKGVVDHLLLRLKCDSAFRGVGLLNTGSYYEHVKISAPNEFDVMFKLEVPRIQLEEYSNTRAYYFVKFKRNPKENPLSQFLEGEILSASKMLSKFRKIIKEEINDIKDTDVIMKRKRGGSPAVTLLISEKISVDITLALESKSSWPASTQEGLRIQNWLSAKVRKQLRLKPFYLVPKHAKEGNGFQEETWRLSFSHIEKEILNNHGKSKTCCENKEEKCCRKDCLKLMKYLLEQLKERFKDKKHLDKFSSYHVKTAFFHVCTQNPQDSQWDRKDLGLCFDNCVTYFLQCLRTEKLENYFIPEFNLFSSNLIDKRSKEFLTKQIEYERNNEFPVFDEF
# Starred values were filed as active, the others as inactive; x = not tested or not shown. Unless noted, no stated cut-off is given here; in the data, active means inhibition above about 40%; inactive means the rest.
SMILES,mcGAS lum,NPYLR7 ag,hcGAS lum
COc1ccc(OCCN2CCC(C(=O)NC(C)c3ccc(OC)c(OC)c3)CC2)cc1 (stereo unspecified),-2,17,-3
CCN(CC)c1ccc(CN(C(=O)Nc2ccccc2OC)C(C)C)c(OS(=O)(=O)CC)c1,-4,26,-3
Cc1cc(C(=O)CCC(=O)OCC(=O)C23CC4CC(CC(C4)C2)C3)c(C)s1,-8,-1,-9
O=C(CCc1ccc(=O)[nH]n1)N1CCCC(CNC(=O)C2(c3ccc(Cl)cc3)CC2)C1 (stereo unspecified),x,4,-5
O=c1[nH]ncc(N/N=C/c2ccccc2F)c1Cl,x,-1,-8
CCC(Oc1ccccc1)C(=O)Nc1cccc2c1C(=O)c1ccccc1C2=O (stereo unspecified),-6,-2,-10
Cc1nnc(CN(C)Cc2cn(C)nc2-c2ccc(C3CCCCC3)cc2)o1,-10,2,-8
CCOC(=O)c1csc(CSc2nnc(-c3ccccc3Cl)n2-c2ccccc2F)n1,-2,-1,2
CCc1c2c(nc3ccc(O)cc13)-c1cc3c(c(=O)n1C2)COC(=O)[C@]3(O)CC,-9,4,-8
CN(Cc1ccccc1)c1ncccc1CNC(=O)C1COC(=O)N1 (stereo unspecified),x,-1,-4
O=C1c2cccc([N+](=O)[O-])c2C(=O)N1CN(C(=O)C(F)(F)F)c1ccccc1,x,9,4
CCCCCc1ccc(C(=O)N2CCN(C(=O)CSc3nnc(-c4ccccc4Cl)n3-c3ccccc3)CC2C)cc1 (stereo unspecified),-3,0,1
CC(=O)Oc1ccc(CN2C(=O)C(Cc3ccccc3)ON=C2C2CCCC2)cc1 (stereo unspecified),x,5,-6
CCc1nc(C2CCCN2C(=O)Cn2[nH]c(=O)ccc2=O)no1 (stereo unspecified),x,2,-18
Cc1ccc2c(c1)SC(C(=O)N(C)Cc1nc3ccccc3c(=O)[nH]1)C2 (stereo unspecified),-7,-4,-7
Nc1c(N(CCC2=CCCCC2)C(=O)C=Cc2ccco2)c(=O)[nH]c(=O)n1Cc1ccccc1,-9,0,-6
Cc1c(CN2CCC3(CCCN(Cc4cccc(F)c4F)C3)C2)cnn1C (stereo unspecified),x,4,-8
CN1CCN2CCN(C(=O)C3(C)CCNCC3)CC2C1 (stereo unspecified),x,9,-6
O=c1oc2c(Cl)cc(Cl)cc2cc1-c1csc(Nc2cccc(F)c2)n1,x,-5,-5
O=C(CSc1ccc2nnc(CCNC(=O)c3ccccc3)n2n1)Nc1ccc2c(c1)OCCO2,-1,-18,-1
COC(=O)c1sc(N)c(C(=O)OC)c1COC(=O)C1CC(=O)N(Cc2ccco2)C1 (stereo unspecified),x,27,-11
Cc1ccc(-c2nc3scc(CCNS(=O)(=O)c4ccc5c(c4)OCCO5)n3n2)cc1,-8,-6,-7
COC(=O)c1ccc(CSc2nc(=O)n3cc(C)ccc3n2)cc1,-7,4,-1
Cc1nnc2c(C(=O)NC3CCC(C)CC3)cccn12 (stereo unspecified),-4,-7,-6
Nc1ccnc2cc(OC(F)(F)F)ccc12,x,1,3
COc1ccc(C(=O)Cn2nc(C3CCCN(S(C)(=O)=O)C3)n(C)c2=O)cc1 (stereo unspecified),-9,-4,-8
CCc1ccccc1NC(=O)c1c(NC(=O)c2ccccc2Cl)sc2c1CCCC2,-8,1,-7
CCS(=O)(=O)c1ccc(-c2ccc(NS(=O)(=O)c3ccc(C)c(C)c3)cc2)nn1,-8,6,-11
CCOC(=O)C(C(C)=O)=P(c1ccccc1)(c1ccccc1)c1ccccc1,x,-13,-1
Cc1ccc(N2CCCC2)c(C(=O)N(C)CCC2CCCCC2)c1,x,4,-5
CN(CC1CCN(CCc2ccccc2F)CC1)C(=O)c1cn(C)c2ccccc12,-10,6,-7
C/C=C/Cn1c(SCC(C)C)nc2c1c(=O)[nH]c(=O)n2C,x,0,-7
CCOc1ccc(C(=O)Nc2cc(-c3nc4ccccc4o3)ccc2C)cc1,-7,0,-5
CC1(C(=O)NS(C)(=O)=O)CCN1C(=O)C1(c2ccc(Cl)cc2)CC1 (stereo unspecified),x,5,-8
CCCN(CC(=O)Nc1ccc(F)c(F)c1F)Cc1ncc(Cl)n1C,x,5,5
O=C(c1ccno1)N1CCN(c2nc3c(F)cccc3s2)CC1,-5,-5,-5
CC(c1ccc(-c2nccn2CCCO)cc1)N(C)C (stereo unspecified),-10,-3,-6
Cn1c(SCC(=O)c2ccc(F)cc2F)nnc1-c1ccccc1F,x,4,-5
COc1cc(Cl)cc([C@@H]2C[C@H]3CN(Cc4cccnc4)C(=O)[C@]34CCCN24)c1OC,x,18,-11
COc1ccc(Cl)cc1NC(=O)CCC1CCCN(C(=O)Cn2nc(C)cc2C)C1 (stereo unspecified),x,-1,2

# 16 structures out of the list, sorted by SMILES length, smallest number first:
SMILES,mcGAS lum,NPYLR7 ag,hcGAS lum
CC(c1ccc(-c2nccn2CCCO)cc1)N(C)C (stereo unspecified),-10,-3,-6
Cc1nnc2c(C(=O)NC3CCC(C)CC3)cccn12 (stereo unspecified),-4,-7,-6
O=C(c1ccno1)N1CCN(c2nc3c(F)cccc3s2)CC1,-5,-5,-5
Cc1ccc(N2CCCC2)c(C(=O)N(C)CCC2CCCCC2)c1,x,4,-5
CCc1nc(C2CCCN2C(=O)Cn2[nH]c(=O)ccc2=O)no1 (stereo unspecified),x,2,-18
CCOc1ccc(C(=O)Nc2cc(-c3nc4ccccc4o3)ccc2C)cc1,-7,0,-5
CCc1ccccc1NC(=O)c1c(NC(=O)c2ccccc2Cl)sc2c1CCCC2,-8,1,-7
CC(=O)Oc1ccc(CN2C(=O)C(Cc3ccccc3)ON=C2C2CCCC2)cc1 (stereo unspecified),x,5,-6
COc1ccc(OCCN2CCC(C(=O)NC(C)c3ccc(OC)c(OC)c3)CC2)cc1 (stereo unspecified),-2,17,-3
Cc1cc(C(=O)CCC(=O)OCC(=O)C23CC4CC(CC(C4)C2)C3)c(C)s1,-8,-1,-9
Cc1ccc(-c2nc3scc(CCNS(=O)(=O)c4ccc5c(c4)OCCO5)n3n2)cc1,-8,-6,-7
O=C(CSc1ccc2nnc(CCNC(=O)c3ccccc3)n2n1)Nc1ccc2c(c1)OCCO2,-1,-18,-1
CCN(CC)c1ccc(CN(C(=O)Nc2ccccc2OC)C(C)C)c(OS(=O)(=O)CC)c1,-4,26,-3
CCc1c2c(nc3ccc(O)cc13)-c1cc3c(c(=O)n1C2)COC(=O)[C@]3(O)CC,-9,4,-8
O=C1c2cccc([N+](=O)[O-])c2C(=O)N1CN(C(=O)C(F)(F)F)c1ccccc1,x,9,4
Nc1c(N(CCC2=CCCCC2)C(=O)C=Cc2ccco2)c(=O)[nH]c(=O)n1Cc1ccccc1,-9,0,-6

# (more compounds)
SMILES,mcGAS lum,NPYLR7 ag,hcGAS lum
COc1cccc(-c2nc3ccc(Cl)cn3c2NC(C)(C)CC(C)(C)C)c1,-7,-5,-6
COc1ccc(/C=C/C(=O)c2cc(O)ccc2O)cc1,53*,-6,2
Cc1ccc2c(c1)N(Cc1ccc(Cl)cc1)C(=O)C(C)S2 (stereo unspecified),x,6,0
COc1cccc(Cc2nsc(N3CCC(CNC(=O)/C=C/c4ccc([N+](=O)[O-])cc4)CC3)n2)c1,-6,10,-4
Oc1cccc(Nc2nccc3[nH]c(-c4ccsc4)cc23)c1,-6,2,2
CSc1ccc(C(=O)CCC(=O)NC2CCC(C)CC2)cc1 (stereo unspecified),-6,-8,-3
CN1C2CCC1CN(C(=O)Nc1ccc3c(c1)CCCC(=O)N3)CC2 (stereo unspecified),0,-3,-1
COC(C)(C)C(=O)N1CCC(CO)(CCCc2ccccc2)CC1,x,1,2
COc1ccc(N2C(=O)/C(=C\c3cccc(F)c3)SC2=S)cc1,-2,-4,-3
COCCCN(Cc1ccncc1)C(=O)c1sccc1C,x,7,-15
Fc1ccc(C2=Nc3ncnn3C(c3ccccc3F)C2)cc1 (stereo unspecified),x,27,-7
CCOC(=O)c1cc(-c2ccc(N3CCN(C(=O)[C@@H]4C[C@H]4c4ccccc4)CC3)cc2)n(-c2cccc(F)c2)n1,-6,25,-3
CCc1ccc(-c2ccc3nnc(SCC(N)=O)n3n2)cc1,-7,-13,-8
Cc1cc(Cl)ccc1C(O)c1ncc(-c2cccc(F)c2)[nH]1 (stereo unspecified),x,1,-9
Cc1ccccc1C1c2ccsc2CCN1C(=O)CN(CC1CCCO1)C(=O)COCc1ccccc1 (stereo unspecified),-5,1,1
CC(Oc1ccc(CN2CCN(C)C3(CCN(C)CC3)C2)cc1)C(=O)O (stereo unspecified),x,-20,-2
CC1(C)OCC(CN2C(=O)c3ccccc3NC2c2ccc(OCc3c(F)cccc3Cl)cc2)O1 (stereo unspecified),-2,0,0
COc1cc(=O)n(-c2ccccc2C)nc1C(=O)NCC(OC)OC,x,0,0
O=C(CN1CN(c2ccccc2)C2(CCN(C(=O)c3ccc(Br)cc3)CC2)C1=O)NCCc1ccccc1,-6,3,-9
Cc1ccccc1C(=O)N[C@@H]1CCCCC1NC(=O)C1CCN(C(=O)c2ccccc2F)CC1 (stereo partly specified),-1,2,2
C=CCn1c(SCC(C)=O)nc2sc3c(c2c1=O)CCC3,x,4,-8
COCCn1c(SCCN2CCOCC2)nc2c1c(=O)[nH]c(=O)n2C,x,-1,-2
CC(C)NC(=O)N(C)CC1CC(c2cccc(F)c2)=NO1 (stereo unspecified),-9,x,-1
COc1ccc(C2c3ccsc3CCN2CC(=O)N2CCN(C(=O)c3cc(C(F)(F)F)cc(C(F)(F)F)c3)C(C)C2)cc1 (stereo unspecified),1,-25,5
CCCNS(=O)(=O)Nc1ncnc(OCCOc2ncc(Br)cn2)c1-c1ccc(Br)cc1,-9,23,-6
Cc1c(C)c2c(c(C)c1O)CCC(C)(CCCC(C)CCCC(C)CCCC(C)C)O2 (stereo unspecified),x,2,-3
CCS(=O)(=O)Oc1ccccc1CN(C(=O)CC(C)(C)C)C1CC1,-5,22,-10
COc1cccc(C(C)N(C)Cc2nc(COc3ccccc3)no2)c1 (stereo unspecified),-4,-3,-2
CCOC(=O)CCCSc1nnc(NC(=O)c2ccc(Cl)cc2Cl)s1,-3,12,-5
CC1CC(N2CCCN(C(=O)Oc3ccccc3)CC2)C(=O)O1 (stereo unspecified),x,1,-20
CC(=O)Nc1ccsc1C(=O)N(C)CC1(CO)CCC1,x,23,-12
CCCCCCCn1c(CN2CCOCC2)nc2c1c(=O)n(C)c(=O)n2C,x,-14,5
O=C(c1ccc(C(F)(F)F)cc1)N1CCCC(OCc2ccc(F)c(F)c2)C1 (stereo unspecified),x,-1,-1
COC(=O)Oc1ccc2oc(=S)sc2c1,2,15,-5
CN1CCOc2cc(C(=O)N(C)[C@@H]3CS(=O)(=O)C[C@H]3O)ccc21,x,19,-7
CCc1ccccc1NC(=O)c1c(NC(=O)c2cccs2)sc2c1CCCC2,-4,-4,-6
Cc1cc(NC(=O)C2=COCCO2)n(-c2nc3ccccc3s2)n1,-6,-10,-1
COc1ccc(NC(=O)NC2CCN(c3nc4ccccc4n3C(C)C)CC2)cc1,-5,x,-4
COc1ccc(CN2CCCN(c3cc(NC(=O)c4ccccc4)ccc3OC)C2=O)cc1,x,5,3
Fc1ccc(CN(C2=NCCN2)c2c(Cl)cccc2Cl)cc1,-2,-4,0
C=C(C)Cn1c(CCNC(=O)c2ccco2)nc2ccccc21,x,1,-4
COc1cc(C(=O)N2CCC(CCn3cccn3)CC2)ccc1O,x,6,3
CCCCNC(=O)N1CCN(c2nc(Cc3ccccc3)nc3c2cnn3-c2ccccc2)CC1,-5,x,-9
Cc1nnnn1CCCN1CCCC1c1nc2ccc(F)cc2[nH]1 (stereo unspecified),-10,0,-3
CC1(C)CC2CC(C)(CN2C(=O)c2cc3n(n2)CCN(Cc2cccc(C(F)(F)F)c2)C3=O)C1 (stereo unspecified),-5,15,-1
CNCC(=O)N1CCOc2c(O)cc(-c3cccnc3)cc2C1,x,0,-2
COc1cc(Cl)c(C(=O)N2CCOC(COCc3c(Cl)cccc3Cl)C2)cc1OC (stereo unspecified),-4,14,-6
O=C(NCCc1ccccc1)C1CCC(=O)N(Cc2cccc(C(F)(F)F)c2)C1 (stereo unspecified),x,3,-7
Cc1cc(C)n2ncc(CN3CCCC3c3nc(-c4ccncc4)no3)c2n1 (stereo unspecified),x,-1,-3
Cc1ccc(COc2ccccc2CNc2nn[nH]n2)cc1,-6,-11,-4

# The list goes on:
SMILES,mcGAS lum,NPYLR7 ag,hcGAS lum
O=C(c1ccncc1)N1CCN(C(=O)C2CC2)CC1,-6,4,-6
Cc1cnc(C(=O)N2CCc3ccc(NC(=O)Cc4ccccc4F)cc3C2)cn1,x,9,-2
COC(=O)C1=C(C)NC2=C(C(=O)CCC2)C1c1cccc([N+](=O)[O-])c1 (stereo unspecified),-4,0,-9
Cc1cccnc1C(NC(=O)C1CCN(Cc2c[nH]c3ccccc23)CC1)c1ccc(Cl)cc1 (stereo unspecified),-4,-1,-1
OCCN(Cc1nc(-c2cnccn2)no1)CC12CC3CC(CC(C3)C1)C2,x,2,0
CN(C)P(=NC(=S)N1CCN(c2ccccc2)CC1)(N(C)C)C12CC3CC(CC(C3)C1)C2,x,10,-3
COCC1CCCN(C(=O)c2ccc(N3CCCCCCC3)nc2)C1 (stereo unspecified),x,0,-3
Cc1ccccc1CN1CCN(c2ccc(Oc3ccccc3)cc2)C(=O)C1C (stereo unspecified),-4,1,-5
Cc1ccccc1Cn1c(=O)c2c(nc3n2CC(C)CN3CCc2ccccc2)n(C)c1=O (stereo unspecified),-5,1,-6
Cc1ccc2nc(CN3C(=O)NC4(CCCC4)C3=O)cn2c1,x,7,-8
O=C1CCC(C(=O)OCc2ccc(Br)cc2)=NN1,x,-3,-8
Cc1cc(C)c2c(N)csc2n1,x,0,-4

# High-throughput results: PubChem BioAssay, Fisher Drug Discovery Resource Center
